Screening results (PubChem)
RORA act: activators of human nuclear receptor RORA; P35398; CHO-K1 Gal4-RORA LBD luciferase reporter, luminescence; percent increase over mock-subtracted basal signal; activation, % at 10 µM; actives 1.5% (n = 65,000);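 active = activation above the mean of all tested compounds plus 3 SD, cut at about 49% in these data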;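 also: 0% = DMSO-treated RORA cells and 100% = added signal equal to DMSO minus mock-transfected cells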
tolC growth inh: E. coli tolC mutant growth inhibition. E. coli BW25113 tolC mutant growth, OD615. growth inhibition, % at 10 µM (by protocol). actives 2.2% (n = 65,000). AID 573;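 active = growth inhibition at or above a cutoff equal to the mean over every tested compound plus 3 SD, cut at about 60% in these data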;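 also: growth measured after 20 h incubation at 37 °C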
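Test system: tolC-deleted E. coli BW25113 | Medium: LB with kanamycin 50 µg/mL | Compound dosing: Single concentration, 10 µM final per compound | Schedule: 37 °C, 20 h exposure | Measured by: OD at 615 nm | Evaluation: Percent growth inhibition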
S1P1 ag pot: activates or potentiates agonism at human S1P1 receptor; activation, % at 9.5 µM; actives 0.57% (n = 56,000); P21453; S1P1 CRE-bla cells, forskolin, beta-lactamase FRET, potentiator mode; S1P1 agonist co-added at EC20, 2 nM; 100% = saturating reference agonist, 0% = basal;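 active = activation above a cutoff set at the mean activation of all tested compounds plus 3 SD, cut at about 54% in these data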;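 also: forskolin at 4 µM as EC80 and the EC20 agonist is SEW2871; 100% = SEW2871 at its EC100 plus forskolin at EC80; some compounds past the cut are filed as inactive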
Target sequence (P21453 whole entry, looked up): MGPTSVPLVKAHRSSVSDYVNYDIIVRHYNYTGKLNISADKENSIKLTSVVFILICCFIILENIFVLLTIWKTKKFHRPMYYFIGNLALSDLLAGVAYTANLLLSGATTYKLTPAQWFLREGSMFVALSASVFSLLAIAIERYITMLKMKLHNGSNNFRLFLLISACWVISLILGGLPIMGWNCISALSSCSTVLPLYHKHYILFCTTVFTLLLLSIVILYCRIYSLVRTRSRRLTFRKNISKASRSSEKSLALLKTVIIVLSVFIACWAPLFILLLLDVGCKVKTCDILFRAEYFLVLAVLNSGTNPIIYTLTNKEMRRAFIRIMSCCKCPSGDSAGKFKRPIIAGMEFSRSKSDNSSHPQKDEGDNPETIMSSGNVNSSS
5HT1E antag: blocks the human 5-HT1E serotonin receptor | actives 0.99% (n = 65,000) | CHO 5-HT1E Ga15 NFAT-bla reporter, FRET, antagonist | inhibition, % at 6 µM | P28566 | AID 571;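 active = inhibition above a set limit, the mean inhibition across every tested compound plus 3 SD, cut at about 29% in these data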;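 also: signal is the 460 over 535 nm emission ratio of beta-lactamase substrate; 0% = agonist plus DMSO wells and 100% = wells without agonist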
5HT1E ag: agonists of human 5-HT1E serotonin receptor. P28566. activation, % at 6 µM. actives 0.69% (n = 65,000). CHO 5-HT1E Ga15 NFAT-bla reporter, FRET; 0% DMSO wells, 100% control agonist wells;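 active = activation above a set limit, the screen-wide mean activation plus 3 SD, cut at about 8.5% in these data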;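 also: 100% = positive control agonist at 1 µM giving full maximal response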
AP complement: alternative pathway complement inhibition, orthogonal assay | Human serum alternative complement pathway, LPS-coated ELISA, C3 deposition; tested in compound mixtures | inhibition, % at 5 µM | actives 0.08% (n = 62,000);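 active = inhibition above 30% in each of the two pooled mixtures holding the compound, so the lower value exceeds 30%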;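 also: 0% = serum in Mg-EGTA without compound and 100% = EDTA serum blank; some compounds past the cut are filed as inactive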
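Assay system: human serum alternative complement pathway, C3 deposition on LPS-coated wells; Dosing: 5 µM per compound in ten-compound mixtures; Detection: Anti-C3 ELISA, OD 450 nm; Buffer or medium: Mg2+-EGTA GVB++ buffer containing human serum at 1:15 dilution; Timing: 1 h at 37 °C; Replication: two different pools per compound.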
5HT1a antag: antagonists of human 5-HT1a serotonin receptor | P08908 | CHO 5-HT1a Ga15 NFAT-bla reporter, antagonist mode | inhibition, % at 10 µM | actives 0.68% (n = 62,000);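 active = inhibition above the mean of all tested compounds plus 3 SD, cut at about 43% in these data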;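 also: receptor stimulated by 5-CT agonist at 100 nM near EC80; beta-lactamase reporter measured by ratiometric fluorescence of a cleavable substrate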
S1P3 agonist: activates the human S1P3 receptor. Q99500. S1P3 NFAT-BLA reporter cells, agonism, FRET ratio; relative to 1 µM S1P, basal subtracted. activation, % at 4.5 µM. actives 0.1% (n = 60,000);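 active = activation above the screen-wide mean plus 3 SD, cut at about 4.5% in these data, passing the limit was not always enough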; also: some compounds called inactive have numbers as strong as hits
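Benchmarks: high control 1 µM S1P / System: stable CHO line with human S1P3, Gα16, NFAT-BLA reporter / Dosing: single compound concentration, 4.5 µM final / Timing: 4 h compound at 37 °C, 2 h substrate at RT / Measured by: FRET β-lactamase substrate fluorescence, excitation 405 nm, 460/535 nm emission ratio, background-subtracted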
SF-1 act: activates the human nuclear receptor SF-1; Q13285; CHO-K1 Gal4-SF-1 LBD luciferase reporter; % increase over DMSO SF-1-specific signal; activation, % at 10 µM; actives 1.9% (n = 65,000); AID 522;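 active = activation above the mean activation of all tested compounds plus 3 SD, cut at about 50% in these data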
Target sequence (Q13285 whole entry, looked up, the tested form may be a part): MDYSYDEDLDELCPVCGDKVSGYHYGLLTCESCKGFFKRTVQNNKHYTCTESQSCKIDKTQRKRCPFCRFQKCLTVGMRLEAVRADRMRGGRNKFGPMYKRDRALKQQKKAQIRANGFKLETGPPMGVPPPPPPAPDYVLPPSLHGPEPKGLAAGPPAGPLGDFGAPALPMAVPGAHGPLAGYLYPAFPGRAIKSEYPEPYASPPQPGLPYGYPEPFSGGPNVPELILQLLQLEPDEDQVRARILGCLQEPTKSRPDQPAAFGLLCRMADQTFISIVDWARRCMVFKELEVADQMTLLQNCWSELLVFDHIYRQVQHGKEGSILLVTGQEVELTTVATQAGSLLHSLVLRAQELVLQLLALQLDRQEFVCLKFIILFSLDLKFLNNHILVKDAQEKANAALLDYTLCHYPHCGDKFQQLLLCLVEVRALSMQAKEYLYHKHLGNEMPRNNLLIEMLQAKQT
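Material: Gal4–SF-1 LBD one-hybrid luciferase reporter in CHO-K1 cells | Amount: 4,000 cells per well | Compound dosing: 10 µM single point, 1% DMSO | Schedule: 20 h compound treatment, 37 °C | Measured by: SteadyLite luciferase luminescence | Evaluation: Percent activation versus DMSO | Control set: DMSO-treated SF-1-transfected cells as negative, DMSO-treated mock-transfected cells lacking SF-1 as background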
* marks the source's active call; other numbers are inactive results; / = not tested or not shown; & = joins results of further samples.

Structure,RORA act,tolC growth inh,S1P1 ag pot,5HT1E antag,5HT1E ag,AP complement,5HT1a antag,S1P3 agonist,SF-1 act
Cc1ccc(C(C)C)c(OCC(O)CN2CC(C)OC(C)C2)c1 (centres undefined),-20,-3,-5,4,0.8,/,5,0.1,17
Cc1cc(=O)n(CC(C)C)c(O)c1C#N,-27,-6,5,-1,0.1,12,4,0.2,2
CC(C)CNc1nc(Oc2ccc(=O)n(-c3ccccc3)n2)nc(N2CCOCC2)n1,10,4,-6,11,-0.5,10,0,0.8,-9
O=S(=O)(NCCc1ccccn1)c1ccc(F)c(F)c1,10,-18,10,-6,0.4,2,12,-0.9,-1
Cc1cc(C(=O)N2CCc3ccccc32)c2cc(F)ccc2n1,-2,12,3,8,-1.1,19,17,-1.2,31
Cc1nc2ccccc2n1-c1ccccc1,-14,5,-12,2,0.4,14,4,-1.7,-7
O=S(=O)(Nc1ccc(Cl)c(C(F)(F)F)c1)c1cnc[nH]1,-5,2,-5,-12,0.3,5,-3,-0.5,10
CCOC(=O)CC(NC(=O)c1ccco1)c1ccccc1Cl (centres undefined),5,9,4,3,-0.6,7,-2,-1.0,5
COC(=O)c1ccc2c(=O)[nH]c(CN3c4ccccc4CC3C)nc2c1 (centres undefined),-6,1,6,-3,0.3,9,10,0.3,-2
Cc1ccc(Cn2c(SCC(C)C)nc3c2c(=O)[nH]c(=O)n3C)cc1,-13,/,17,7,-0.9,-9,4,-1.1,-10
CCn1c(SCC(=O)c2ccccc2)nnc1-c1cc2cc(Br)ccc2o1,-14,-7,-2,0,-0.5,18,-9,-1.1,-6
O=C(NCc1ccco1)c1cnc2ccccn2c1=O,2,0,-2,1,-0.8,16,7,-1.2,-1
O=C(CCc1ccc(S(=O)(=O)N2CCOCC2)cc1)NCCc1ccccn1,-17,-5,0,5,0.9,-5,-7,-0.8,-5
CC(C)CCNC(=O)CN(C(=O)Cn1nnc(-c2ccc(F)cc2)n1)C1CCCC1,-15,-11,-8,2,-1.1,0,10,-0.3,-10
COc1ccc(S(=O)(=O)N[C@@H](Cc2ccccc2)C(=O)N2CC[C@@]3(O)CCCC[C@H]3C2)cc1,15,14,10,7,-0.9,8,8,-1.2,0
CCCC(c1nnnn1C(C)(C)CC)N(CCCO)Cc1cc2cc(C)cc(C)c2[nH]c1=O (centres undefined),-20,31,-21,1,-0.6,-1,12,-0.2,9
O=C(CS(=O)(=O)c1ccccc1)Nc1nc(-c2ccccc2)cs1,-13,100*,9,-3,-0.2,14,8,-0.5,28
COc1cc2c(cc1OC)C(C(=O)N1CCN(c3ccccn3)CC1)C(c1cccs1)N(C)C2=O (centres undefined),-4,1,7,17,-0.6,10,0,-0.3,8
COc1cccc(C(=O)NCC(=O)N2CCC(C)CC2)c1,19,-5,/,-2,-0.3,13,-2,/,23
O=C(O)c1cc(NCc2c(F)cccc2Cl)ccc1N1CCOCC1,-23,0,4,8,0.5,-5,7,-0.6,3
Cc1noc(C)c1C(=O)OCC(=O)c1ccc[nH]1,18,-3,15,1,-0.4,4,-9,0.1,14
N#Cc1c(NC(=O)Cn2c(=O)oc3ccccc32)oc(-c2ccccc2)c1-c1ccccc1,-13,15,/,11,-1.4,1,26,-0.1,0
Cc1ccc(C(OC(=O)c2ccco2)C(=O)NCc2cccs2)cc1 (centres undefined),1,3,15,-5,-0.3,-2,9,-1.0,-15
CN(C)c1ccc(C2NCCS2)cc1 (centres undefined),-5,-14,2,-1,6.7,9,-5,-0.1,2
CC1(C)CC(=O)C=C(Nc2cccc(O)c2)C1,-28,-3,-7,-4,1.2,20,0,-1.2,21
CC(C)(C)Nc1nc(C(N)=O)nc(N2CCOCC2)n1,-19,-7,-8,0,1.0,/,-4,-0.8,12
COc1ccc(-c2nnc(SC(C)C(=O)Nc3nccs3)n2-c2ccccc2)cc1OC (centres undefined),-1,24,-13,6,-0.5,-10,15,-1.2,-4
O=C(CSc1nnc(Cc2cc(=O)[nH]c(=O)[nH]2)n1-c1ccc(F)cc1)N1CCCCC1,-3,-20,-24,-9,1.1,15,8,0.2,-3
Cc1cc(=O)n(CC(C)O)c(O)c1C#N (centres undefined),-18,-15&-19,-24,-2,-0.2,/,-3,1.1,-7
O=C(NC1CCCCC1)c1ccc(Cn2cc(Br)cn2)o1,-16,-3,-1,-13,-0.1,22,-12,0.1,1
Cn1c(=O)c(C(=O)NCCO)c(O)c2ccccc21,4,23,/,-8,0.3,2,-12,-0.7,17
c1ccc(N2CCOCC2)c(Nc2nc3ccccc3n3cnnc23)c1,6,7,-39,18,1.1,17,-6,0.3,6
Cn1c(=O)n(C)c2cc(S(=O)(=O)NCCc3ccccc3)ccc21,-5,-2,4,-6,0.7,16,4,0.4,6
CCc1ccc(NC(=O)N(CCN2CCOCC2)C2CCN(C(C)=O)CC2)cc1,-2,-23,9,9,-0.5,20,-1,-0.1,-5
COc1ccc2c(c1)C(C)CC(C)(C)N2C(=O)CSc1ncn[nH]1 (centres undefined),8,0,-8,1,0.0,12,4,-1.2,5
Cc1ccc(S(=O)(=O)Nc2ccc(C(=O)Nc3cc(C)on3)cc2)cc1,26,-2,4,9,-1.5,2,25,-0.8,8
CC(C)CNC(=O)c1c(N)n(/N=C/c2cccnc2)c2nc3ccccc3nc12,-3,12,-8,11,0.0,/,/,-1.7,-16
COC(=O)C1=C(C)N(C)C(C)=C(C(=O)OC)C1c1ccccn1,0,-4,-3,2,-0.5,9,-2,-0.8,12
Cc1ccccc1CN1CCN(S(=O)(=O)c2ccc(F)cc2)CC1,22,2,/,3,-0.2,4,-5,-0.8,-5
COc1cccc(-c2csc3nnc(SCC(=O)NCc4cccs4)n23)c1,9,-14,-11,-2,1.7,0,-3,0.6,-7
CSc1nc(NC(C)(C)C)nc(Oc2ccc(=O)[nH]n2)n1,-7,6,-2,8,-1.1,4,14,-2.0,2
CCCn1c(=O)c2ccccc2n2c(SCC(=O)Nc3cc(C)on3)nnc12,-8,-14,8,0,-0.1,16,14,0.1,-4
O=S(=O)(NC1=NCCCCC1)c1cccs1,-4,-8,/,-3,0.5,17,-12,/,-10
Cc1occc1-c1nnc(SCC(=O)N2CCN(c3ccccc3)CC2)n1C,11,-2,-7,-8,0.4,6,-7,-0.6,-9
COc1ccc(OC)c(C(c2nnnn2CCC(C)C)N2CCN(C(=O)c3ccco3)CC2)c1 (centres undefined),-10,4,-1,-6,-0.8,21,17,0.0,3
Cn1c(SCC(=O)c2ccc3c(c2)OCO3)nnc1C1COc2ccccc2O1 (centres undefined),10,-2,-40,-5,0.3,3,2,-0.2,-6
Cc1cc(C(=O)CN2C(=O)NC3(CCCCC3)C2=O)c(C)n1Cc1ccc2c(c1)OCO2,13,9,25,-5,-1.0,10,11,-0.8,25
Cc1cc(C)c(C#N)c(SC2CCCCC2=O)n1 (centres undefined),-14,-4,14,1,-0.5,4,-1,-1.9,-9
CCOC(=O)N1CCN(c2nc(SC)nc3sc4c(c23)CC(C)(C)OC4)CC1,19,27,/,6,-1.2,13,-10,/,-4
N#CNC1=NCN(CCc2ccccc2)CN1,28,-5,0,3,-0.6,-14,5,-0.2,-3
COc1ccc(CCNc2oc(-c3ccccc3OC)nc2C#N)cc1,-16,59,-14,-1,-0.6,1,1,0.0,8
COc1ccc(S(=O)(=O)N2CCC(C(=O)NCc3ccco3)CC2)cc1,-3,-15,/,6,-1.4,-1,-2,0.1,-2
O=C(Nc1ccc(Oc2ccccc2)cc1)c1ccco1,23,25,38,1,0.3,1,-5,0.3,44
COC(=O)CNc1nc(-c2cccnc2)nc2ccccc12,10,19,-10,9,-0.7,6,/,0.1,11
COc1ccc(OCC(O)CN2C(=O)NC(C)(C)C2=O)cc1 (centres undefined),7,-13,-9,-11,-0.7,/,/,-3.9,-8
COC(=O)c1c(C)[nH]c(C(=O)OCc2ccc(F)cc2)c1C,30,4,0,6,0.5,/,/,-3.2,60*
Cc1cc(CN2CCN(CCC#N)CC2)c(O)c(C2(C)CCCCC2)c1,-15,32,-18,5,-0.1,-11,-12,-0.9,-9
C=CCNC(=O)C1CCN(c2nc(C)cc(-c3ccccc3)n2)CC1,33,11,3,3,-1.0,9,6,-0.8,102*
CC(C)C[C@H]1C(=O)N2CCC[C@H]2[C@]2(O)O[C@](NC(=O)[C@@H]3C=C4c5cccc6[nH]c(Br)c(c56)CC4N(C)C3)(C(C)C)C(=O)N12 (some centres undefined),2,9,-27,15,0.0,19,/,0.2,18
O=C(Nc1ccc(O)cc1)c1ccc(C(=O)c2ccccc2)o1,-1,-3,/,5,-0.6,20,-3,0.0,-15

(listing goes on)
Structure,RORA act,tolC growth inh,S1P1 ag pot,5HT1E antag,5HT1E ag,AP complement,5HT1a antag,S1P3 agonist,SF-1 act
O=C1C2C3c4ccccc4C(c4ccccc43)C2C(=O)N1Cc1ccco1 (centres undefined),-15,-11,/,9,-0.7,2,14,-1.5,-10
Cn1c(=N)n(CC(O)c2ccco2)c2ccccc21 (centres undefined),-1,-10,-7,-2,-0.3,19,9,-0.8,-3
O=C(CSc1nc2ccccc2o1)NCCOc1ccccc1,2,26,-14,2,-0.8,1,12,-1.5,2
CCCCNc1nc(N(C)c2ccccc2)nc(-n2ccnc2)n1,-1,54,-38,22,0.5,24,9,2.0,10
CC(=O)c1c(NCc2ccccc2)nc(=O)n(-c2ccccc2)c1C,-14,-9,-6,4,1.0,-11,2,-0.2,-2

A draw from above in order of heavy-atom count, falling.
Structure,RORA act,tolC growth inh,S1P1 ag pot,5HT1E antag,5HT1E ag,AP complement,5HT1a antag,S1P3 agonist,SF-1 act
CC(=O)c1c(NCc2ccccc2)nc(=O)n(-c2ccccc2)c1C,-14,-9,-6,4,1.0,-11,2,-0.2,-2
CCCCNc1nc(N(C)c2ccccc2)nc(-n2ccnc2)n1,-1,54,-38,22,0.5,24,9,2.0,10
Cn1c(=N)n(CC(O)c2ccco2)c2ccccc21 (centres undefined),-1,-10,-7,-2,-0.3,19,9,-0.8,-3
